# HCMV inh – blocks human cytomegalovirus replication; activity change, negative = inhibition, % at 57.5 µM; HFF cells, HCMV-luciferase reporter, 72 h; active compounds read low; 410,000 tested, 4.5% active; in the data active = activity change below about -60%; inconclusive = no clear call, values can overlap the other calls; inactive = above about -39%
#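 Steps: HFFs plated, 16 h 37C; compounds added; HCMV-luciferase added to MOI 1 PFU/cell; 72 h 37C; OneGlo reagent, 5 min room temperature; luminescence read, normalized to controls.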
# AmpC no deterg – inhibitors of E. coli AmpC beta-lactamase without detergent; P00811; AmpC nitrocefin hydrolysis, absorbance 480 nm, 0.0001% Triton; Potency, µM (series often up to 57.1 µM), without a hit: top-dose activity change, negative = inhibition, usual class: inhibitors; 330,000 tested, 0.52% active; AID 485341;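 also: potency is read from the fitted curve at half-maximal effect; plate controls were no compound for no effect and no enzyme for full effect; nearly all actives have a fitted effect of over 20% in size; some results filed as inactive show a strong effect at the top dose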
# Target sequence (P00811 whole entry, looked up): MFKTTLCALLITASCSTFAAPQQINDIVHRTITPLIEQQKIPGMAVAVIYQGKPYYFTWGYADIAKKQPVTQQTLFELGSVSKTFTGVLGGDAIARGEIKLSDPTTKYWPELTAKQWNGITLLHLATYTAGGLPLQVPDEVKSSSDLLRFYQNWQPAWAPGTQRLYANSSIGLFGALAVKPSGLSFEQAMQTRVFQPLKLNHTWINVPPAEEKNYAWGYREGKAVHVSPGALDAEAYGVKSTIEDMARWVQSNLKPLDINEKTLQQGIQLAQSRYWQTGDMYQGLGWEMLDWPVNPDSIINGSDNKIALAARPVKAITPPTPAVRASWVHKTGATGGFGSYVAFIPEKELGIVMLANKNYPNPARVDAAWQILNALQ
#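 AmpC (5.3 nM in the dispensed reagent) in 20 mM phosphate pH 7.0 with 0.01% (detergent screen) or 0.0001% Triton X-100 was preincubated with compounds for 15 min at room temperature. Nitrocefin was then added from an 800 uM solution, and hydrolysis was followed at 480 nm.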
# Sm TGR inh – inhibitors of Schistosoma mansoni thioredoxin glutathione reductase; Q962Y6; purified TGR, DTNB reduction, TNB absorbance 405 nm; Potency, µM (series often up to 114 µM), for the others: at the top dose activity change, negative = inhibition, actives largely listed as inhibitors; 360,000 tested, 3% active; AID 485364; also: potency is read from the fitted curve at half-maximal effect; nearly all actives have a fitted effect of over 60% in size
#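 TGR 20 nM + NADPH 100 uM (dispensed conc.), cpd preinc 15 min RT; start with NADPH (500 uM addition) then DTNB (15 mM addition). Kinetic TNB absorbance, 405 nm filter. Four-parameter Hill fit across titration.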
# AmpC inh detg – inhibitors of E. coli AmpC beta-lactamase with detergent; P00811; AmpC hydrolysis of nitrocefin, absorbance 480 nm, 0.01% Triton; Potency, µM (top dose mostly 114 µM), for the others: at the highest dose activity change, negative = inhibition, actives largely listed as inhibitors; 370,000 tested, 0.041% active; AID 485294;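 also: potency is read from the fitted curve at half-maximal effect; 0% = no-compound wells and -100% = no-enzyme wells; nearly all actives have a fitted effect of over 25% in size; some results filed as inactive show a strong effect at the top dose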
#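 20 mM phosphate pH 7.0 + 0.01% (detergent screen) or 0.0001% Triton X-100; 5.3 nM AmpC reagent; cpd preinc 15 min RT; nitrocefin (800 uM stock) to start; A480 q20 s × 4 min; Activity was normalised to no-enzyme and no-compound control wells.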
# Giardia FBPA inh – blocks Giardia fructose-bisphosphate aldolase activity | Potency, µM (highest dose often 59.6 µM), for inactives: top-dose activity, negative = inhibition, actives largely listed as inhibitors | 290,000 tested, 0.71% active | AID 2451 | purified Giardia FBPA; also: potency is read from the fitted curve at half-maximal effect; nearly all actives have a fitted effect of over 55% in size
# Target sequence (A8B2U2 whole entry, looked up): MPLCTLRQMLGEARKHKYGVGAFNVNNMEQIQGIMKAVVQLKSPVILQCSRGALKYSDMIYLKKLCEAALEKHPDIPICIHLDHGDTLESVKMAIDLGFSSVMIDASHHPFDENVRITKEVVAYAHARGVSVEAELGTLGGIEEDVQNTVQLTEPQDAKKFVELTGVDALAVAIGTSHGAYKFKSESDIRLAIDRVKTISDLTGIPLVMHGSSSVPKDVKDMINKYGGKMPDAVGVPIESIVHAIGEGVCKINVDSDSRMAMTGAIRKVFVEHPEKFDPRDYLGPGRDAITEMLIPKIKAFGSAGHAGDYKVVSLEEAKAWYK
#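 40 nM FBPA preincubated 10 min at RT with compound (up to 57.5 uM final), then substrate plus GAPDH/TPI/NAD/arsenate coupling and diaphorase/resazurin added. Fluorescence read after 20 min at RT, 525/598 nm.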
# AMA1 RON2 block – AMA1-RON2 (P. falciparum) interaction inhibition. AlphaScreen AMA1-biotinylated RON2 peptide binding. Potency, µM (series often up to 58.2 µM), for inactives: top-dose activity change, negative = inhibition, hits mostly inhibitors. 360,000 tested, 0.2% active;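 also: potency is read from the fitted curve at half-maximal effect; 0% = vehicle wells and -100% = peptide control; nearly all actives have a fitted effect of over 45% in size; some results filed as inactive show a strong effect at the top dose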
#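 AMA1 (3D7) with his tag at 25 nM final met compounds first, then biotinylated RON2 peptide at 25 nM; detection used donor plus acceptor beads, 10 µg/mL apiece, read by AlphaScreen after 30 min at room temperature.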
# Starred values were filed as active, the others as inactive; ? = inconclusive; . = no result given; [ ] = another dose, or the depositor's remark. Unless noted, calls follow the shape of the dose curve; as a rule, active = well fitted curve in the direction sought with a large enough effect; inconclusive = small, poorly fitted or top-dose-only effect, or another doubt; inactive = no such curve, though single readings can be large; an effect the other way counts as inactive or inconclusive. Unless noted, % is scaled to controls: 0 for no effect and ±100 for the full control effect. This is a random part of the collection; overall some 7.8% were active at least once.
1	COc1ccc(C(C(=O)NC(C)(C)C)N(C(=O)CCC(=O)Nc2cc(C)on2)c2ccc3c(c2)OCCO3)cc1 (centres undefined)
2	CC(=O)Nc1ccc(S(=O)(=O)N(C)CC(=O)OC(C)C(=O)N(C)C2CCCCC2)cc1 (centres undefined)
3	CC(=NNC(=O)c1cccc(S(=O)(=O)N2CCOCC2)c1)c1ccc(Cl)cc1
4	CC(C)c1ccc(NC(=O)CSc2nc(=O)n(CCCN3CCOCC3)c3c2CCCC3)cc1
5	N/C(=N\OC(=O)c1ccc([N+](=O)[O-])cc1)c1cccnc1
6	COC(=O)c1sccc1-n1cccc1C(=O)C(=O)N1CCCC1
7	CC(=O)Nc1ccc(NC(=O)Cc2sc(C)nc2-c2ccc(C)cc2)cc1
8	C/C(=N\NC(N)=S)c1ccc2c(c1)OCCO2
compound no.,1,2,3,4,5,6,7,8
HCMV inh,-2,19,21,-25,-6,36,52,31
AmpC no deterg,113%[activator],4%,-2%,320%[activator],-9%,-32%,-22%,-25%
Sm TGR inh,4%,0%,.,3%,-16%,3%,-5%,-10%
AmpC inh detg,3%,-4%,.,-3%,-6%,-3%,-4%,-5%
Giardia FBPA inh,2%,.,.,.,0%,0%,-8%,18µM*
AMA1 RON2 block,-10%,1%,69%[activator],-8%,-9%[11.6 µM],-10%,-5%,53%[activator]

9	O=C(CCC1N=C2c3ccccc3N=C(SCc3ccc(F)cc3)N2C1=O)NCc1cccs1 (centres undefined)
10	COC(=O)n1c(=O)oc2ccccc21
11	COc1ccccc1NC(=O)c1sc(NC(=O)c2ccco2)c(C#N)c1C
12	O=C1c2oc3ccc(Cl)cc3c(=O)c2C(c2cccnc2)N1Cc1ccco1 (centres undefined)
13	CCCN(CCC)Cc1c(C(=O)OCC)nnn1-c1nonc1N
14	COc1ccccc1N(CCC#N)C(=S)Nc1ccc(S(=O)(=O)N2CCOCC2)cc1
15	COC1CCCCC1NS(=O)(=O)c1ccccc1 (centres undefined)
16	O=S1(=O)C[C@@H]2N=C(N/N=C/c3ccccc3)S[C@@H]2C1
compound no.,9,10,11,12,13,14,15,16
HCMV inh,20,73,-11,.,-37,4,-19,146
AmpC no deterg,.,-4%,-35%,-9%,-3%,-23%,1%,0%
Sm TGR inh,-3%,-4%,-15%,-10%,0%,.,1%,3%
AmpC inh detg,7%,3%,2%,-10%,-10%,.,3%,3%
Giardia FBPA inh,.,-1%,0%,3%,-1%,.,3%,-22%
AMA1 RON2 block,.,-4%,-1%,.,7%,-1%,10%,12%

# Sorted by molecular weight (smallest number first): some entries from above
12	O=C1c2oc3ccc(Cl)cc3c(=O)c2C(c2cccnc2)N1Cc1ccco1 (centres undefined)
2	CC(=O)Nc1ccc(S(=O)(=O)N(C)CC(=O)OC(C)C(=O)N(C)C2CCCCC2)cc1 (centres undefined)
4	CC(C)c1ccc(NC(=O)CSc2nc(=O)n(CCCN3CCOCC3)c3c2CCCC3)cc1
9	O=C(CCC1N=C2c3ccccc3N=C(SCc3ccc(F)cc3)N2C1=O)NCc1cccs1 (centres undefined)
compound no.,12,2,4,9
HCMV inh,.,19,-25,20
AmpC no deterg,-9%,4%,320%[activator],.
Sm TGR inh,-10%,0%,3%,-3%
AmpC inh detg,-10%,-4%,-3%,7%
Giardia FBPA inh,3%,.,.,.
AMA1 RON2 block,.,1%,-8%,.

# (more compounds)
17	COc1ccccc1N(CC(=O)NCCSC(C)(C)C)S(C)(=O)=O
18	OC(COCC1COc2ccccc2O1)CN1CCN(c2ccccc2)CC1 (centres undefined)
19	CCn1nc(-c2ccccc2)c(-c2ccccc2)c(C(=O)Nc2nc(C)c(C(=O)N(C)C)s2)c1=O
20	COc1ccc(S(=O)(=O)c2c(SC)nn(CC(=O)Nc3cccc(C)c3C)c2N)cc1
21	S=c1[nH]nc(-c2cc(-c3ccccc3)n[nH]2)n1/N=C/C=C/c1ccco1
22	CCOC(=O)N1CCN(Cc2nc(-c3ccc(Cl)cc3)no2)CC1
23	CCc1ccc(-n2c(=O)c3cccnc3n2CC(=O)NCc2ccc(F)cc2)cc1
24	COc1cccc(NC(=O)Nc2cc(C)on2)c1
compound no.,17,18,19,20,21,22,23,24
HCMV inh,-24,-24,11,-1,26,?,-10,8
AmpC no deterg,0%,76%[activator],.,.,-59%,70%[activator],.,-7%
Sm TGR inh,3%,8%,1%,10%,11µM*,0%,1%,-11%
AmpC inh detg,?,-3%,15%,6%,4%,-2%,5%,?
Giardia FBPA inh,1%,-18%,.,.,-14%,-4%,.,4%
AMA1 RON2 block,0%,0%,.,.,78%[activator],1%,.,-1%

25	COc1ccc(CCNC(=O)Cn2c(=O)n(CC3CCCO3)c(=O)c3ccccc32)cc1OC (centres undefined)
26	COc1ccccc1NS(=O)(=O)c1ccc(NC(=O)N2CCCCC2)cc1
27	Cc1sc(NC(=O)c2c(F)cccc2F)nc1-c1ccccc1
28	O=C(NCCCCc1ccccc1)C1CCCC1
29	Cc1ccc(C)c(OCCC(=O)OCC(=O)NCc2ccc(F)cc2)c1
30	Cc1nc(C(C)N(C)Cc2nc(Cc3ccccc3F)no2)c(C)s1 (centres undefined)
31	Cc1cc(C)nc(SCc2cn3cc(Cl)ccc3n2)n1
32	Cc1c(-n2c(SCC(=O)C(C)(C)C)nc3ccccc3c2=O)c(=O)n(-c2ccccc2)n1C
compound no.,25,26,27,28,29,30,31,32
HCMV inh,-5,39,-32,-29,.,0,-32,-27
AmpC no deterg,2%,-19%,-31%,-9%,51%,65%[activator],-5%,-11%
Sm TGR inh,0%,-7%,-5%,2%,-23%,?,-8%,9%
AmpC inh detg,-3%,-3%,-10%,-12%,-7%,-4%,5%,?
Giardia FBPA inh,2%,.,7%,7%,-6%,3%,-12%,5%
AMA1 RON2 block,8%,-3%,-5%,1%,-8%,-2%,-6%,1%

33	CC(NC(=O)CCc1nnc(C2CCCCC2)o1)c1ccc(F)cc1 (centres undefined)
34	CCC(CC)NC(=O)COC(=O)c1cccc(C)c1O
35	O=S(=O)(Nc1cccc(S(=O)(=O)N2CCCCC2)c1)c1ccccc1F
36	CC(=O)Nc1ccc(CN2CCN(CCC(C)C)C(CCO)C2)cc1 (centres undefined)
37	COc1ccc(CN2C(=O)c3ccccc3C2=O)cc1C(=O)OC(C)C(=O)NC(N)=O (centres undefined)
38	O=C(Nc1c(C(=O)Nc2ccccc2F)oc2ccccc12)c1cc2ccccc2o1
39	CN1CCCC(OC(=O)c2ccccc2F)C1 (centres undefined)
40	COc1ccc(C(Cl)=C(c2ccc(OC)cc2)c2ccc(OC)cc2)cc1
compound no.,33,34,35,36,37,38,39,40
HCMV inh,?,37,-37,-8,8,-36,27,18
AmpC no deterg,17%,74%[activator],-38%,-23%,24%,.,-14%,10%
Sm TGR inh,-1%,-6%,.,5%,-3%,2%,5%,-1%
AmpC inh detg,-6%,-17%,.,5%,-3%,4%,-6%,-4%
Giardia FBPA inh,4%,0%,.,1%,-3%,.,-27%,1%
AMA1 RON2 block,5%,-5%,-1%,30%,12%,.,0%,-3%

41	Cc1ccc2nc(-c3cccc(NC(=O)c4cccc5c(Cl)cccc45)c3)oc2c1
42	COc1ccc(-c2nc(CS(=O)(=O)CC(=O)NCCc3ccccc3)c(C)o2)cc1
43	Cc1ccc(C)c(OCC(=O)Nc2cccc(S(=O)(=O)NC3=NCCCCC3)c2)c1
44	Cc1cc(NS(=O)(=O)c2ccc(NC(=O)c3ccco3)cc2)nc(C)n1
45	Cc1cc(S(=O)(=O)N(Cc2ccc3c(c2)OCO3)CC2CCCO2)ccc1-n1cnnn1 (centres undefined)
46	COC(=O)COc1ccc(S(=O)(=O)Nc2ccc(NC(C)=O)cc2)cc1
47	CC[n+]1c(/C=C/N(C)c2ccccc2)sc2ccc(Cl)cc21
48	COc1cc(C(=O)NCCc2ccc(F)cc2)ccc1OCC(=O)N1CCOCC1
compound no.,41,42,43,44,45,46,47,48
HCMV inh,22,37,-20,2,-29,-6,-97*,.
AmpC no deterg,.,-13%,45%,-18%,33%,-5%,-6%,-5%
Sm TGR inh,8%,?,2%,-25%,-5%,21%,-24%,-10%
AmpC inh detg,-3%,-1%,0%,?,1%,?,-12%,-8%
Giardia FBPA inh,.,.,10%,4%,-7%,3%,0%,.
AMA1 RON2 block,.,-4%,-18%,8%,3%,2%,-8%,3%

# A stretch from further up, as a working copy:
45	Cc1cc(S(=O)(=O)N(Cc2ccc3c(c2)OCO3)CC2CCCO2)ccc1-n1cnnn1 (centres undefined)
46	COC(=O)COc1ccc(S(=O)(=O)Nc2ccc(NC(C)=O)cc2)cc1
47	CC[n+]1c(/C=C/N(C)c2ccccc2)sc2ccc(Cl)cc21
compound no.,45,46,47
HCMV inh,-29,-6,-97*
AmpC no deterg,33%,-5%,-6%
Sm TGR inh,-5%,21%,-24%
AmpC inh detg,1%,?,-12%
Giardia FBPA inh,-7%,3%,0%
AMA1 RON2 block,3%,2%,-8%

# (continued)
49	CCOc1ccccc1NC(=O)C1=C(C)NC(=O)NC1c1cccc(OC)c1OC (centres undefined)
50	Cn1cc(S(=O)(=O)Nc2cccc(F)c2)c(=O)n(C)c1=O
51	COc1ccc(Cl)cc1C(=O)NCc1nc(-c2cccc(C)c2)no1
52	O=C(NCC1CCCO1)c1cccc(-n2cnnn2)c1 (centres undefined)
53	Cc1nc(SCC(=O)NC(=O)NCCC(C)C)c2c(-c3cccs3)csc2n1
54	Cc1ccccc1CCNC(=O)CCn1nc(C)c2c(C)n(-c3ccccc3)nc2c1=O
55	Cc1cccc(C)c1NC(=O)c1ccccc1C(=O)O
56	CCOc1ccccc1NC(=O)C(CC)Sc1nc2ccsc2c(=O)n1CCC(=O)O (centres undefined)
57	Cc1onc(-c2ccccc2)c1-c1nnc(CN2CCN(S(=O)(=O)c3ccccc3F)CC2)o1
58	COc1ccc(NC(=O)c2ccc(-n3cncn3)c([N+](=O)[O-])c2)cc1
compound no.,49,50,51,52,53,54,55,56,57,58
HCMV inh,-15,8,-27,-33,1,-60*,28,-26,?,4
AmpC no deterg,0%,-15%,.,-23%,-19%,38%,-42%,19%,163%[activator],-9%
Sm TGR inh,-1%,-1%,2%,-1%,7%,-9%,-4%,-7%,4%,-2%
AmpC inh detg,5%,?,-4%,?,0%,0%,-9%,2%,-2%,3%
Giardia FBPA inh,5%,7%,.,5%,-4%,.,.,.,.,-20%
AMA1 RON2 block,-1%,9%,.,2%,-3%,-16%,?,5%,2%[11.6 µM],-10%

# From PubChem
